Source: PubChem
SMN2 splice enh = increases expression of the SMN2 splice variant; HEK293 SMN2-luciferase splicing reporter, luminescence, 30-36 h; Potency, µM (doses to about 46.1 µM), for inactives: at the highest dose activity change, positive = activation, usual class: activators; 210,000 tested, 2.8% active; AID 1458; further: % of control where 0% means no effect; nearly all actives have a fitted effect of over 55% in size
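HEK293 cells carry an SMN2 minigene-luciferase reporter in which exon 7 inclusion puts luciferase in frame. Cells were seeded at 2000 cells/well, attached for 10-12 hours, then exposed to compounds for 30-36 hours at 37C before ONE-Glo luminescence.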
LMNA splice mod = LMNA splicing modulation. HeLa LMNA splicing GFP/RFP minigene ratio, 48 h. Potency, µM (titrated, usually from 46.1 µM), for the others: at the highest dose ratio change, negative = inhibition, usual class: inhibitors. 200,000 tested, 0.01% active. AID 1487; active means well fitted inhibition curve with a large enough effect in the signal ratio, with a control signal flat, not every such curve was filed as active; inconclusive means small, poorly fitted or top-dose-only effect, or effect the other way, or a change in a side signal; the % refers to the signal ratio; further: on the % scale 0 is the no-effect control and ±100 the full control effect
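S3 HeLa cells stably expressing lamin A-EGFP splicing minigene plus DsRed2, 600 cells/well, 48 h compound exposure at 37C. Laser-scanning cytometry; analysed as GFP (500-530 nm)/RFP (575-640 nm) total intensity ratio; 0.5% DMSO vehicle.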
RECQ1 helicase = inhibitors of human RECQ1 DNA helicase. AID 2549. RECQ1 DNA unwinding, red fluorescence kinetic read. P46063. 240,000 tested, 0.54% active. Potency, µM (highest dose often 57.3 µM), for inactives: top-dose activity, negative = inhibition, usual class: inhibitors;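 further: plate controls were vehicle for no effect and no enzyme for full effect; nearly all actives have a fitted effect of over 30% in size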
Target sequence (P46063 whole entry, looked up): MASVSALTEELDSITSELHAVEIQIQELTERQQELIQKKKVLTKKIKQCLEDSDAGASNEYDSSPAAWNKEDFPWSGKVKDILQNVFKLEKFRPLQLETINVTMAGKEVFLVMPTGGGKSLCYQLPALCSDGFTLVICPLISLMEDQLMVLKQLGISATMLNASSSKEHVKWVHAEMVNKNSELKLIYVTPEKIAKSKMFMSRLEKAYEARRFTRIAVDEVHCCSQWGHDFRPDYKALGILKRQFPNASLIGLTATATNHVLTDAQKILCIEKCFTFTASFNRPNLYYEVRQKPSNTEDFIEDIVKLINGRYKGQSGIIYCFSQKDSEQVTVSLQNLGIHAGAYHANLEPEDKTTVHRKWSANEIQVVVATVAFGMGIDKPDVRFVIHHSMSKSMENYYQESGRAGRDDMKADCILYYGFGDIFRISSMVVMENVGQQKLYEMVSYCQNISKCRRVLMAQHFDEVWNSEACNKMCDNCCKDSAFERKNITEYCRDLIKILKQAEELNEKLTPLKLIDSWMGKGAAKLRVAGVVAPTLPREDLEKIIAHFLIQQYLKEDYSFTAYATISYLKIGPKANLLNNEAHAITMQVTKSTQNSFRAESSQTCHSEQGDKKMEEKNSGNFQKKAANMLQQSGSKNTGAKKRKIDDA
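RECQ1T1 50 nM; forked duplex (20 bp + 30-nt ss tails) 200 nM, ATP 2 mM final; pH 8.0, 2 mM MgCl2, 2.5 ug/ml poly(dI-dC); 15 min compound preincubation; discontinuous kinetic read over 2 h at RT.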
L3MBTL1 block = L3MBTL1 (human) inhibition | 230,000 tested, 0.66% active | AlphaScreen L3MBTL1–H3K9me1 peptide binding | Potency, µM (series often up to 57.1 µM), for the others: top-dose activity, negative = inhibition, most hits filed as inhibitors; further: on the % scale 0 is the no-effect control and ±100 the full control effect; nearly all actives have a fitted effect of over 60% in size
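L3MBTL1 50 nM + b-AHA-H3(1-15)K9me1 75 nM, 30 min RT; compound added, 30 min RT; streptavidin donor/Ni-chelate acceptor beads 10 ug/mL each final, 30 min RT dark; AlphaScreen read.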
KDM4E inh = inhibitors of human JMJD2E histone demethylase; B2RXH2; JMJD2E catalytic domain, FDH-coupled NADH fluorescence (FDH is formaldehyde dehydrogenase); Potency, µM (series often up to 57.1 µM), for inactives: top-dose activity change, negative = inhibition, hits mostly inhibitors; 230,000 tested, 1.6% active; AID 2147; active means well fitted inhibition curve with a large enough effect, not every such curve was filed as active; inconclusive means small, poorly fitted or top-dose-only effect, or another doubt; inactive means no such curve, though single readings can be large or run the other way;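 further: 0% = wells with enzyme and -100% = buffer wells without enzyme; nearly all actives have a fitted effect of over 50% in size; many of its hits are not listed in these tables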
ALDH1A1 inh = blocks purified human ALDH1A1 activity; P00352; Purified ALDH1A1, NADH fluorescence, propionaldehyde substrate; Potency, µM (doses to about 75.3 µM), for the others: at the top dose activity, negative = inhibition, most hits filed as inhibitors; 220,000 tested, 7.3% active; active means well fitted inhibition curve with a large enough effect, not every such curve was filed as active; inconclusive means small, poorly fitted or top-dose-only effect, or another doubt; inactive means no such curve, though single readings can be large or run the other way;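 further: plate controls were no enzyme wells and a reference inhibitor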
Tau fibril ThT = tau fibrillization inhibition (ThT binding); 270,000 tested, 2.1% active; P10636; recombinant tau K18 P301L (four-repeat tau fragment), heparin-induced fibrillization, ThT fluorescence; Potency, µM (top dose mostly 57.4 µM), inactives show at the highest dose activity, negative = inhibition, usual class: inhibitors; AID 1460; further: on the % scale 0 is the no-effect control and ±100 the full control effect; nearly all actives have a fitted effect of over 55% in size
Target sequence (P10636 561-689 P618L limits assumed): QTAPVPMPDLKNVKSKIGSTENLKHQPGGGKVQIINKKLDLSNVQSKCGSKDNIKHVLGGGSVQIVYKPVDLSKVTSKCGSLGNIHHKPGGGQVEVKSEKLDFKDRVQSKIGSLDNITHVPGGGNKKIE
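Aggregation was driven by heparin (20 uM final) acting on recombinant tau […] bearing P301L in 100 mM sodium acetate pH 7; fibrils were detected with Thioflavin T.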
KinaseGlo FLuc = counter-screen: inhibitors of Kinase-Glo firefly luciferase | Potency, µM (highest dose often 38.3 µM), for the others: at the highest dose activity change, negative = inhibition, hits mostly inhibitors | Kinase-Glo luciferase, ATP luminescence, 8 min | AID 1379 | 200,000 tested, 0.28% active; further: on the % scale 0 is the no-effect control and ±100 the full control effect; nearly all actives have a fitted effect of over 60% in size
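Inhibition of Kinase-Glo luciferase light generation was assessed at 10 uM ATP in pH 7.2 imidazole buffer, with luminescence measured after eight minutes at ambient temperature.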
* = called active by the depositor; i = inactive; ? = inconclusive; / = not tested or not shown; & = joins results of further samples; [ ] = remark or other dose. Unless noted, the call rests on the fitted dose curve; in most records, active means well fitted curve in the direction sought with a large enough effect; inconclusive means small, poorly fitted or top-dose-only effect, or another doubt; inactive means no such curve, though single readings can be large; an effect the other way counts as inactive or inconclusive. Potency means the concentration at half of the fitted maximal effect.

The line under a structure holds: SMN2 splice enh, LMNA splice mod, RECQ1 helicase, L3MBTL1 block, KDM4E inh, ALDH1A1 inh, Tau fibril ThT, KinaseGlo FLuc
1. CC(C)N=c1cc2n(-c3ccc(Cl)cc3)c3ccccc3nc-2cc1Nc1ccc(Cl)cc1
    -6.0%[20.6 µM], ?, -13.0%[25.9 µM], /, 4.4%[25.5 µM], -4.6%[20.9 µM], /, -1.9%[17.1 µM]
2. COc1ccc(CC(=O)OCC(=O)N2N=C(c3ccccc3)CC2c2ccc(OC)cc2)cc1 (stereo not given)
    10.3%, 0.3%, i, -12.0%, ?, ?, -11.7%, 0.5%
3. CCN(CC)S(=O)(=O)c1ccc(C(=O)NC(C)(C)C)cc1
    2.3%, ?, -20.5%, 8.0%, -6.9%, 0.6%, 11.1%, 0.9%
4. Cc1ccc(C)c(NC(=O)c2sc(Cl)nc2-c2ccccc2)c1
    21.1%, 6.9%, -14.3%, /, -5.9%, -0.2%, -10.0%, 18.2%
5. O=S(=O)(Cc1cc(-c2ccc(Cl)cc2)no1)c1ccccc1
    12.6µM*, -14.5%, i, 9.3%, 6.8%, 10.5%, -5.7%, -0.5%
6. CN1/C(=C/C=C(C#N)C#N)C(C)(C)c2ccccc21
    /, /, -13.7%, 20.6%, -0.7%, 0.2%, ?, 1.3%
7. Cc1cc(C=C2C(=O)c3ccccc3C2=O)c(C)n1-c1cccc(C(=O)O)c1
    -25.6%, /, -13.7%, /, -2.1%, 10µM*, 15.8µM*, -25.2%
8. Cc1cc(C)nc(SCc2ccc(C(=O)N/N=C/c3ccc(C(=O)O)cc3)cc2)n1
    -8.2%, -1.2%[46 µM], -7.8%, 1.6%, -4.1%, -5.3%, -16.7%, 7.0%
9. Oc1cccc2c(NC(=S)Nc3ccc(SC(F)F)cc3)cccc12
    -22.4%, ?, -2.7%, ?, ?, ?, 10µM*, 2.8%
10. COc1ccc(C(=O)C2CCCN(C(=O)c3cccnc3OC)C2)cc1F (stereo not given)
    /, /, -3.1%, 46.9%[activator], -0.1%, ?, 3.6%, -0.3%

The line under a structure holds: SMN2 splice enh, LMNA splice mod, RECQ1 helicase, L3MBTL1 block, KDM4E inh, ALDH1A1 inh, Tau fibril ThT, KinaseGlo FLuc
11. Cc1cc(NS(=O)(=O)c2ccc(NC(=O)Cc3cccs3)cc2)no1
    9.2%, 6.4%, 18.9%, ?, -4.8%, 3.5%, -6.3%, 14.3%
12. Cc1noc(C)c1C(=O)NCc1ccco1
    3.3%, -7.0%, 10.9%, -8.0%, 5.7%, 2.0%, 7.9%, -3.2%
13. CS(=O)(=O)N1CCc2cc(NC(=O)c3ccc(Cl)cc3Cl)ccc21
    9.3%, -7.5%[46 µM], i, 7.1%, 1.8%, ?, -10.4%, 2.3%
14. CCCCn1c(-c2csc3ccccc23)n[nH]c1=S
    10.7%, 0.1%, -12.8%, /, -15.4%, ?, -14.0%, -1.1%
15. O=C(CCl)NCCN1C(=O)S/C(=C\c2cccnc2)C1=O
    -67.5%[inhibitor], /, 8.7%, /, -4.5%, 1.58µM*, ?, -4.8%
16. C=CCN1CC(C)/C(=N\O)CC1C (stereo not given)
    /, /, -4.4%, 1.0%, 3.8%, /, 2.3%, /
17. O=C(c1cc(O)c(O)c([N+](=O)[O-])c1)c1ccccc1F
    -5.8%, ?, 2.24µM*, -12.6%, 11.2µM*, 12.6µM*, ?, -2.4%
18. Cn1cccc1C(=O)OCc1cc(Cl)cc2c1OCOC2
    7.4%, 23.3%, -16.6%, -4.8%, 6.7%, ?, -8.2%, 2.4%
19. CCc1c(C)nc(N)n2c(SCC(=O)Nc3ccccc3OC)nnc12
    -7.3%, 1.9%, i, 11.8%, 8.6%, ?, 4.1%, 0.1%
20. Cc1nn(-c2ccccc2)c2c1C(c1cccc([N+](=O)[O-])c1)N(c1ccccc1)C(=O)N2 (stereo not given)
    24.3%, -10.9%, -7.0%, 0.7%, 7.8%, -4.6%, 0.2%, 2.0%

The line under a structure holds: SMN2 splice enh, LMNA splice mod, RECQ1 helicase, L3MBTL1 block, KDM4E inh, ALDH1A1 inh, Tau fibril ThT, KinaseGlo FLuc
21. COc1ccccc1/C=C/C=N/NC(=O)c1ccncc1
    9.4%, 3.7%, -17.9%, 15.0%, ?, -8.6%, -13.5%, 2.8%
22. CC[N+](CC)(CCCCS(=O)(=O)[O-])CCNP1(=O)C=C(c2ccccc2)OC(c2ccccc2)=C1
    -1.4%, 5.1%[46 µM], -2.0%, /, 1.0%, -1.5%, -9.7%, -2.6%
23. CC(=O)N(c1ccccc1)c1nc(/C=C/C(=O)O)cs1
    -10.6%, 9.3%[46 µM], i, 20.0%, -7.9%, 2.9%, -2.4%, 3.9%
24. C[N+](C)(CCCCCC[N+](C)(C)CCCN1C(=O)c2ccccc2C1=O)CCCN1C(=O)c2ccccc2C1=O
    -5.7%, /, -3.0%, /, -7.4%, -0.5%&8.4%, 3.8%&1.8%, 2.3%
25. Cn1c(/C(C#N)=C2/CCCCCN2)nc2ccccc21
    -14.5%, 15.1%, -10.1%, -6.8%, -24.3%, 17.8µM*, -7.4%, -0.7%
26. COc1ccccc1-n1c(=S)[nH]c2c(sc(=S)n2-c2ccccc2)c1=O
    -13.9%, -11.2%[9.22 µM], -6.8%, 7.2%, -0.2%, -1.2%, ?, -1.2%
27. COc1ccc(NC(=O)CSc2nnc(Cn3c(=O)sc4ccccc43)n2C)cc1
    12.7%, 9.5%, i, 16.8%, 0.9%, -2.0%, -10.0%, 0.4%
28. Cc1cc(Cl)ccc1OCC(=O)NC(=S)Nc1ccccc1N1CCOCC1
    -18.2%, -11.6%, 2.8%, 0.5%, 3.8%, 2.6%, -7.9%, -2.1%

These rows are one share of the data; rates above refer to the full screens.
